# Bioassay records: PubChem, several laboratories
# GRK2 aptamer HTS: compounds blocking aptamer binding on GRK2 – biochemical, human GRK2, bead flow cytometry, HTS, primary screen. 0.59% of 330,000 active. inhibition of aptamer binding, % at 10 µM. Beta-adrenergic receptor kinase 1 (Homo sapiens), P25098. AID 488847, 2010. FAM-aptamer displacement from GRK2;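 active = inhibition of aptamer binding above 40%, roughly 3 SD of noise, on plates passing a quality check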;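 also: median bead fluorescence of bound FAM aptamer so fluorescent compounds give negative values; no value below 0 was filed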
# MEX-5 binding: MEX-5 zinc finger RNA-binding disruptors – biochemical, C. elegans, fluorescence polarization, MLPCN library, primary screen | Zinc finger protein mex-5 (Caenorhabditis elegans), Q9XUB2 | MEX-5/FITC-TCR2 RNA binding; hits give low values | activity score (negative = inhibition of binding), % at 10 µM | 0.38% of 300,000 active | AID 1832, 2009;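 active = inhibition past about -25% in most replicates, and total fluorescence under double the plate's negative control median, limit read from the data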;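 also: 0% = DMSO and -100% = 5 µM competing unlabeled TCR2 RNA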
# VLA-4 inh: inhibition in human VLA-4 binding assay, primary screen, VLA-4 allosteric modulator project, MLPCN library, flow cytometry, VLA-4 expressing cells; Integrin alpha-4 (Homo sapiens), P13612; ligand binding flow cytometry; inhibition, % (about 7 µM as worked out from the volumes in the protocol); 0.2% of 330,000 active; in the data active = inhibition above about 50%
# MCL1 BIM primary: inhibitors of MCL1 binding to BIM-BH3, primary screen, biochemical, fluorescence polarization; Induced myeloid leukemia cell differentiation protein Mcl-1 (Homo sapiens), Q07820; GST-MCL1 / FITC-Bim-BH3 fluorescence polarization; inhibition, % at 10.9 µM; 0.68% of 320,000 active;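 active = inhibition above the mean inhibition of all tested compounds plus 3 SD, set per campaign, cut at about 40% in these data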;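 also: 0% = DMSO wells and 100% = unlabeled Bim-BH3 peptide control; higher means more loss of mP so more displacement of Bim peptide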
# Target sequence (Q07820 whole entry, looked up): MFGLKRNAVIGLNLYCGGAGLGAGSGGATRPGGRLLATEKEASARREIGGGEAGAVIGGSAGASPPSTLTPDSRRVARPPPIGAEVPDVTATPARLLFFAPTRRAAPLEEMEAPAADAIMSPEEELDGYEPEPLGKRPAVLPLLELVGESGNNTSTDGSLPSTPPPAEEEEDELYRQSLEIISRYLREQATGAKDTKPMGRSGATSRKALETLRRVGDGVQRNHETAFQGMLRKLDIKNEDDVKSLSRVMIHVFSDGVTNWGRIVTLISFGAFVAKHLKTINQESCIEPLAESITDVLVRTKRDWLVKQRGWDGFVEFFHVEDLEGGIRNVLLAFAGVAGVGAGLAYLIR
# CIT2-GFP yeast: modulators of CIT2-GFP expression in yeast, primary screen, S. cerevisiae, GFP fusion, multiplex flow cytometry, MLPCN library. S. cerevisiae CIT2-GFP strain, 3 h; 100 means same as DMSO wells. GFP response vs DMSO, % at 10 µM. 0.065% of 320,000 active;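 active = GFP response relative to DMSO above a set limit, near the screen mean plus 3 SD, cut at about 150% in these data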;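 also: ratio of well median GFP fluorescence to mean of DMSO wells on the plate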
# GLD-1 RNA inh: GLD-1/TGE RNA complex disruptors, primary screen, biochemical, fluorescence polarization | Female germline-specific tumor suppressor gld-1 (Caenorhabditis elegans), Q17339 | purified GLD-1 + fluorescein TGE RNA | inhibition, % at 5.96 µM | 0.44% of 320,000 active;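 active = percent inhibition above a per-plate cutoff, the plate mean of test compounds plus 3 SD, cut at about 30% in these data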;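 also: 0% = DMSO wells with GLD-1 and probe and 100% = wells lacking GLD-1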
# Target sequence (Q17339 whole entry, looked up): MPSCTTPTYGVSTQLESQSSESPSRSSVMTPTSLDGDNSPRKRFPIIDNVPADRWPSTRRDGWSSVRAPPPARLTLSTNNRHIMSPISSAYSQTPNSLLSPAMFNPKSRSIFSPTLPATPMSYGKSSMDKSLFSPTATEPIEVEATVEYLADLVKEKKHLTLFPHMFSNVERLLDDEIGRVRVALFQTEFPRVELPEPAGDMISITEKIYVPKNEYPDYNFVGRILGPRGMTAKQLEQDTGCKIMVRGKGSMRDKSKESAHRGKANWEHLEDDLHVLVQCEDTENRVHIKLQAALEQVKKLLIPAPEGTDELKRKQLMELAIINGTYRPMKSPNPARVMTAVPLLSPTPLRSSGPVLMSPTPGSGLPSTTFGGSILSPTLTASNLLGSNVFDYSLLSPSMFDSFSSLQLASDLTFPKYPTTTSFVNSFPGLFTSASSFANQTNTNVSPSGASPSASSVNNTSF
# BCLXL inh: inhibitors of human Bcl-xL, primary screen, biochemical, fluorescence polarization, HTS. 0.7% of 320,000 active. inhibition, % at 10.9 µM. GST-Bcl-xL / FITC-Bim BH3 peptide fluorescence polarization;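 active = inhibition above the mean of all tested compounds plus 3 SD, cutoff set per campaign, cut at about 30% in these data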;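 also: 0% = DMSO wells and 100% = unlabeled Bim-BH3 peptide competitor; inhibitors lower millipolarization by displacing the labeled peptide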
# Target sequence (Q07817 whole entry, looked up): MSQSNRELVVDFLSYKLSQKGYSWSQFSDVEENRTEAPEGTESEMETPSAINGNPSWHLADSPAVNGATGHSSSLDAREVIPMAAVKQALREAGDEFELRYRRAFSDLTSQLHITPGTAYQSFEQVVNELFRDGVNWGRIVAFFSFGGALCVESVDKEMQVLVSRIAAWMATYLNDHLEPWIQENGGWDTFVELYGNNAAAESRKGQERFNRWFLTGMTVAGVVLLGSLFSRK
# AGP1 TOR yeast: modulators of AGP1-GFP expression in yeast TOR pathway, primary screen, cell-based, multiplex flow cytometry, S. cerevisiae, MLPCN library; GFP response vs DMSO, % at 10 µM; 0.02% of 320,000 active; 3 h; GFP as percent of DMSO wells; AID 2066, 2009;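 active = GFP response relative to DMSO above a set limit, near screen average plus 3 SD, cut at about 150% in these data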;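 also: median GFP channel fluorescence of the gated AGP1 strain per well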
# CR mimetic SO: reduction of superoxide in aged yeast, primary screen, HTS. superoxide response (% of plate mean), % at 10 µM. S. cerevisiae aged cells, superoxide DHE fluorescence; hits give low values. 0.18% of 330,000 active;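 active = superoxide response under a set limit, about three screen SD below normal, cut at about 65% in these data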;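 also: yeast aged for seven days with compound at 30 °C before DHE staining; 100% = average MFI of all compound-treated wells on the plate with controls excluded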
# Active calls of the source: *; i = inactive; / = not tested or not shown.
SMILES,GRK2 aptamer HTS,MEX-5 binding,VLA-4 inh,MCL1 BIM primary,CIT2-GFP yeast,GLD-1 RNA inh,BCLXL inh,AGP1 TOR yeast,CR mimetic SO
Cc1cc(S(=O)(=O)N2CCCC(N(C)CCc3ccccn3)C2)c(C)cc1Cl (centres undefined),0,-2.1,-7,5,104,24,8,89,96
COc1ccc2cnn(-c3ccc(C)cc3)c(=O)c2c1OC,0,0.5,2,4,96,3,5,95,105
CCOc1cc(NC(=O)c2ccccc2[N+](=O)[O-])c(OCC)cc1NC(=O)CC(C)C,5,-0.7,8,2,98,6,5,93,120
Cc1ccc2cc(CCNC(=O)c3ccc(S(=O)(=O)N4CCOCC4)cc3)c(=O)[nH]c2c1C,0,-2.9,18,7,98,3,1,107,111
Cn1nc(-c2ccc(C(=O)O)cc2)c2ccccc2c1=O,0,-1.6,-11,7,99,7,5,110,106
CCc1cccc(NC(=O)CCc2c(C)nn(-c3ccc(N4CCCCC4)nn3)c2C)c1,1,2.3,11,0,97,4,0,94,83
CC(C)OC(=O)CSc1nnc(CNc2ccc(Cl)cc2)n1C,0,0.1,5,-2,104,1,2,103,104
CN(CC(=O)Nc1ccc(F)cc1)C(=O)COc1ccc(C(=O)c2ccccc2)cc1,0,2.7,-9,1,112,-6,2,108,104
CC(CCc1ccccc1)NC(=O)c1ccccc1 (centres undefined),1,1.2,1,-7,109,2,-3,104,103
COc1cc(C2NC(=O)NC(C)=C2C(=O)OC2CCCC(C)C2)cc(Br)c1O (centres undefined),1,-0.7,-31,14,103,3,7,102,107
CC(=O)c1c(COC(=O)c2ccncc2)nc2ccccc2[n+]1[O-],6,3.0,-11,15,104,3,14,84,105
Clc1ccc(-n2nnnc2-c2ccccc2)cc1Cl,2,/,-1,4,92,7,4,92,110

# Rewritten with two lines to a compound: entries from further up
# Each structure is followed by: GRK2 aptamer HTS, MEX-5 binding, VLA-4 inh, MCL1 BIM primary, CIT2-GFP yeast, GLD-1 RNA inh, BCLXL inh, AGP1 TOR yeast, CR mimetic SO
CN(CC(=O)Nc1ccc(F)cc1)C(=O)COc1ccc(C(=O)c2ccccc2)cc1
    0, 2.7, -9, 1, 112, -6, 2, 108, 104
COc1cc(C2NC(=O)NC(C)=C2C(=O)OC2CCCC(C)C2)cc(Br)c1O (centres undefined)
    1, -0.7, -31, 14, 103, 3, 7, 102, 107
CC(C)OC(=O)CSc1nnc(CNc2ccc(Cl)cc2)n1C
    0, 0.1, 5, -2, 104, 1, 2, 103, 104

# The results go on:
SMILES,GRK2 aptamer HTS,MEX-5 binding,VLA-4 inh,MCL1 BIM primary,CIT2-GFP yeast,GLD-1 RNA inh,BCLXL inh,AGP1 TOR yeast,CR mimetic SO
Cc1cc(-c2nnc(CCC(=O)N(C)C(C)c3cccs3)o2)no1 (centres undefined),0,1.3,25,9,111,-2,6,113,93
Cn1cnnc1SCC(=O)Nc1ccc(N2CCOCC2)cc1,0,0.7,6,2,101,-2,2,103,94
c1coc(CN(Cc2cccs2)Cc2nnnn2C2CCCCC2)c1,2,0.3,4,4,93,-1,8,86,104
Cc1c(C(=O)c2ccc([N+](=O)[O-])cc2)c(=O)n(C)c(=O)n1C,13,-1.0,-1,6,101,8,4,99,116
O=C(Nc1ccc2c(c1)OCO2)c1cccc(Cl)c1,0,-2.1,1,7,85,-5,5,88,93
CC(C(=O)N1CCCc2ccccc21)N1CCN(S(=O)(=O)c2ccccc2F)CC1 (centres undefined),0,-0.8,10,20,109,1,1,107,108
O=C(Nc1ccccc1)c1ccn[nH]1,10,3.2,4,2,104,-9,0,105,101
Cc1nc2ccccn2c1C(=O)Nc1ccc(Cl)cc1,0,1.0,-3,1,102,2,5,/,91
CC(C)C(=O)NNC(=O)c1ccccn1,0,-9.0,5,-3,99,-5,1,102,109
COc1cnc(SC(C)C)[nH]c1=O,0,-2.6,-3,-4,103,1,1,106,107
Cc1cccc(C(=O)NC(C(=O)Nc2ccccc2N2CCOCC2)C(C)C)c1 (centres undefined),0,-3.1,1,-3,108,-4,3,114,98
Cc1ccc(S(=O)(=O)N(C)C)cc1NC(=O)C(C)OC(=O)C1CCC1 (centres undefined),0,/,-7,/,98,3,/,100,108
CCC(c1ccccc1)c1nc(-c2cccnc2)no1 (centres undefined),0,-2.7,12,1,94,3,-3,95,88
N#C/C(=C\C=C\c1ccccc1[N+](=O)[O-])C(=O)NC1CCCCC1,7,4.8,9,5,97,-3,5,103,90
O=C(CCS(=O)(=O)c1ccc(Br)cc1)Nc1ccc(Br)cc1F,70*,-4.1,0,8,96,6,7,100,97
CCOC(=O)c1c(C)[nH]c(C(=O)CSc2nnnn2-c2ccccc2)c1C,0,-1.6,-1,-5,92,0,-3,89,98
COc1ccc(OCC(=O)Nc2ccc(N3CCN(C(=O)c4ccco4)CC3)cc2)cc1,0,1.0,2,3,103,0,5,96,95
CCN(CC)S(=O)(=O)c1ccc2c(c1)N(CC(=O)NCCCN1CC(C)CC(C)C1)C(=O)CO2 (centres undefined),0,-4.0,-13,4,121,3,2,106,90
CCN(CC)c1ccc2c(O)cc(=O)oc2c1,0,-0.3,-8,3,87,-13,3,86,84
COc1cc(OC)c(S(=O)(=O)NC(C)C)cc1C(=O)O,1,1.9,3,0,101,-3,6,101,106
NC(=O)C1CCN(C(=O)OCc2ccccc2)CC1,4,1.6,19,-4,98,0,3,99,105
O=C(NC1CCSc2ccccc21)c1cccc(Cl)c1 (centres undefined),1,1.7,22,-8,92,0,-1,98,91
CC1CN(C(=O)c2cc3ccccc3cc2O)CC(C)O1 (centres undefined),0,0.8,7,-2,97,2,4,99,99
CCOc1ccc(-c2cnc3ccccc3n2)cc1,5,-0.2,2,9,94,8,5,98,90
COc1ccc(C(=O)NCc2nnc(SCC(=O)NC3CCCC3)o2)cc1,2,0.7,11,2,104,-2,1,98,100
CCN(C(=O)CSc1cccc[n+]1[O-])C1CCCCC1,0,/,-6,/,97,0,/,101,110
CCn1c(SCC(=O)Nc2nc(C)cs2)nnc1-c1ccoc1C,2,0.6,25,0,91,2,5,103,91
COc1cc(/C=C/C(=O)OCC(=O)NC(=O)NC(C)C)cc(OC)c1OC,0,1.1,15,1,96,-6,-2,109,100
O=C(CNC(=O)c1sc2ccccc2c1Cl)NCc1ccc(F)cc1,7,4.6,7,-4,88,-4,-3,102,104
CCNC(=S)Nc1cccc(S(=O)(=O)Nc2ccccc2OC)c1,0,1.6,7,2,104,1,5,105,86
Cc1ccc(NC(=O)c2c(NC(=O)CCC(=O)O)sc3c2CCCCC3)cc1,8,-0.8,-2,14,94,2,13,104,76
COC(=O)C1=C(N)OC2=C(C(=O)CC(C)(C)C2)C1c1cccnc1 (centres undefined),2,1.3,6,7,98,1,5,98,104
CCSc1nc(-c2ccccc2)cc(=O)[nH]1,2,/,-6,6,100,2,3,94,86
Cc1cc(NC(=O)CSc2nc(=O)n(CCCN(C)C)c3c2CCCC3)no1,0,0.0,26,7,102,-2,5,105,97
CN1C(=O)C(O)(CC(=O)c2ccncc2)c2ccccc21 (centres undefined),0,0.2,0,6,106,6,1,108,103
COc1ccc(-c2nc(CN3CCC(C(=O)N4CCc5ccccc54)CC3)c(C)o2)cc1OC,0,1.8,5,0,117,-7,0,102,109
O=C(N/N=C/c1ccc(Br)s1)c1ccco1,2,-1.6,6,-2,98,-1,0,107,i
COc1ccc(C2CC(c3ccccc3)=NN2C(=O)COC(=O)c2cnc(Cl)c(Cl)c2)cc1 (centres undefined),0,-1.3,22,-11,92,3,-4,91,99
Cc1ccc(NS(=O)(=O)c2cccc(C(=O)n3ncc(C#N)c3N)c2)c(C)c1,1,-0.7,11,9,107,4,8,110,103
Cc1ccc(-n2ncc3c(SCC(=O)Nc4cc(C)on4)ncnc32)c(C)c1,0,2.5,14,-8,91,-2,1,94,104
CCCCn1c(-c2ccc(C(C)(C)C)cc2)nc2cc3[nH]c(=O)c(C(C)C)nc3cc21,4,-3.1,-19,30,123,8,25,98,89
O=C(CCCCCNC(=O)c1ccccc1)N/N=C/c1ccccc1,2,-2.5,7,-3,95,8,-2,97,108
O=C(c1ccc([N+](=O)[O-])cc1)N1CCN(C2=NS(=O)(=O)c3ccccc32)CC1,28,0.0,16,6,104,5,4,103,94
COc1ccc(/C=C/c2c(-c3ccc(OC)cc3)oc3cccnc23)cc1,0,1.8,13,2,68,1,-3,82,105
CCOc1cc(/C=C(\C#N)C(=O)NCc2cccnc2)ccc1O,2,2.1,-3,2,108,-6,-3,102,110
COc1ccccc1C(=O)NS(=O)(=O)c1ccc(C)cc1,0,/,9,/,87,3,/,93,85
CC1CCCC(NC(=O)COC(=O)c2ccc(Cl)nc2)C1C (centres undefined),0,/,9,9,105,-1,6,109,110
NC1=NC(=O)/C(=C/c2ccc(-c3ccc(S(N)(=O)=O)cc3)o2)S1,0,-40*,7,50*,71,5,24,84,97
CN(C)CCCNC(=O)c1ccccc1Oc1ccccc1,1,-2.2,-4,-7,105,-5,0,112,69
CS(=O)(=O)N1CCN(C(=O)c2ccc3c(c2)OCCO3)CC1,0,0.1,2,0,109,6,1,108,98
COCC(C)NC(C(=O)Nc1ccc(Cl)c([N+](=O)[O-])c1)c1ccccc1 (centres undefined),4,0.3,8,-13,95,0,-6,95,95
Cc1ccc(NC(=O)C2COc3ccccc3O2)cc1 (centres undefined),2,1.1,-4,-10,84,4,-1,92,89
CCc1ccc(C(=O)/C=C/Nc2ccc(S(=O)(=O)Nc3onc(C)c3C)cc2)cc1,0,2.4,8,9,69,2,2,29,94
COc1cccc(C2(c3cccc(OC)c3)CC2C(=O)Nc2cccc3ccccc23)c1 (centres undefined),1,0.0,10,2,105,1,6,104,109
Cc1ccc(C(=O)N2CCCC(N3CCN(c4cccc(C(F)(F)F)c4)CC3)C2)s1 (centres undefined),4,-1.2,-6,-3,97,-3,1,92,83
Cc1ccc(CN2CCC(c3cc(-c4cccs4)n[nH]3)CC2)cc1,0,-1.0,-1,-10,96,3,0,100,96
CCOc1ccc2nc(N(CCCN(C)C)C(=O)c3ccc(C(=O)c4ccccc4)cc3)sc2c1,0,-1.3,1,-4,103,6,3,95,97
Cn1ncc(Cl)c1C(=O)N/N=C/c1ccccn1,0,-2.9,10,0,99,2,4,102,99
Cc1ccc(CN2CC(=O)N3[C@H]4c5ccccc5OC[C@@H]4[C@H](c4ccccc4)[C@]3(C)C2=O)cc1,0,/,12,3,97,-8,-1,95,94
CCn1c(COc2ccccc2C)nnc1SCC(=O)O,1,0.9,-20,0,91,3,2,100,107
CCn1nnnc1NC(=O)c1ccc2ccccc2c1,0,0.1,4,-3,101,-2,-2,113,101
COc1ccc(C)cc1S(=O)(=O)Nc1cc2c3c(c1)CCN3C(=O)CC2,0,-17,5,-3,105,4,-1,97,103
c1cnc2ccc(C(c3nnnn3C3CCCC3)N3CCN4CCCC4C3)cc2c1 (centres undefined),0,/,8,14,109,1,4,107,87

# Compounds were not picked by outcome; 2.1% or so of the library scored in one or more.
